Screens: PubChem, several laboratories
GALR2 blocker – blocks the human galanin receptor 2 | GALR2-expressing cells, antagonist mode | inhibition, % at 4 µM | O43603 | hit rate 0.39% among 140,000; in the data active = inhibition above about 27%;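 also: cells stimulated with galanin 1-16 at roughly its EC80; 0% = agonist challenge control and 100% = basal control without agonist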
Target sequence (O43603 whole entry, looked up): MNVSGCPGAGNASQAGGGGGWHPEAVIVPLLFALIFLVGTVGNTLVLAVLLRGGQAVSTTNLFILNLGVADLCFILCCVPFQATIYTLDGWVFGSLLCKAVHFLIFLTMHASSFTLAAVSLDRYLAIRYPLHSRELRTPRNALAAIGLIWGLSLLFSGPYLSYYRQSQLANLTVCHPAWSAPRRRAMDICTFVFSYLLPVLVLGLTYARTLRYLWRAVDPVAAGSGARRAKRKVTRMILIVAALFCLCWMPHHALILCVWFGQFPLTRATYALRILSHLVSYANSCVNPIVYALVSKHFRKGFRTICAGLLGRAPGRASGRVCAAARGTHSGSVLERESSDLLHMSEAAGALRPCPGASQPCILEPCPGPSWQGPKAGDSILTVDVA
Yeast growth inh – yeast BB579 growth reduction in restrictive medium; S. cerevisiae BB579 growth, OD615, 48 h; inhibition, % at 10 µM; hit rate 0.51% among 140,000; AID 804;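 active = inhibition above a set limit, 3 SD over the mean compound inhibition, cut at about 44% in these data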; also: inactives centre near -24
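Test system: S. cerevisiae DeaD strain BB579 yeast; Medium: restrictive CSMM-D medium; Compound: one dose, 10 µM compound with 0.25% DMSO; Incubation: 4 h cell preincubation, 48 h compound exposure, 30 °C humidified; Signal: OD at 615 nm; Benchmarks: amphotericin B at 10 µg/mL as positive control.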
PTEN del growth – growth suppressors of cells with PTEN tumor suppressor deletion. HCT116 PTEN-null viability, CellTiter-Glo, 60 h; active compounds read low. viability, % at 10 µM. hit rate 1.2% among 140,000;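 active = viability at or below a set limit, 4 SD under the median of all tested compounds, cut at about 3.7% in these data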;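 also: PTEN knockout HCT116 line with beta catenin targeted HCT116 as companion control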
NPY-Y2 antag – NPY-Y2 (human) receptor antagonism; P49146; NPY-Y2 expressing cells, antagonist mode; inhibition, % at 2.7 µM; hit rate 0.99% among 140,000; AID 793; in the data active = inhibition above about 17%;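 also: 0% = vehicle with agonist challenge and 100% = reference antagonist with challenge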
Target sequence (P49146 whole entry, looked up): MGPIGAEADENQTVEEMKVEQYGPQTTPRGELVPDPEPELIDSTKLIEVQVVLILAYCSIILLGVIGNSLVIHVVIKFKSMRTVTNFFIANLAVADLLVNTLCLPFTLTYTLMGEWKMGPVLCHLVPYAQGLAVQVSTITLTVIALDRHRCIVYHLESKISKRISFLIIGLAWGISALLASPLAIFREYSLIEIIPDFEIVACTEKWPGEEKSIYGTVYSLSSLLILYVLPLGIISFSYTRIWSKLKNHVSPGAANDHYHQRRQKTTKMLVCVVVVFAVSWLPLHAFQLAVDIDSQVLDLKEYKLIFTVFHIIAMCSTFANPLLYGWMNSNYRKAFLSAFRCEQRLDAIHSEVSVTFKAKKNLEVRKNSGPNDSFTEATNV
HCT116 bCat-KO – beta-catenin-lacking colon tumor cell growth suppression; HCT116 beta-catenin knockout viability, CellTiter-Glo, 60 h; active compounds read low; viability, % at 10 µM; hit rate 1.5% among 140,000; AID 818;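 active = viability at or under a set limit, the compound median less 4 SD, cut at about 6% in these data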;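 also: 0% = Hyamine 1622 control at 20 µM and 100% = untreated cell control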
MRP1 act – MRP-1 activation; viability increase, % at 10 µM; H69AR cells + doxorubicin, viability rescue, CellTiter-Glo; hit rate 0.61% among 140,000; AID 799;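 active = viability gain under doxorubicin at or above a set limit, the compound median plus 3 SD, cut at about 4.7% in these data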;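 also: MRP-1 overexpressing cells given doxorubicin 25 µM after compound pretreatment; 18-22 h compound pretreatment then 72 h with doxorubicin before readout; 0% = doxorubicin-only wells and 100% = vehicle-treated cells without doxorubicin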
Phagocytosis inh – inhibitors of macrophage phagocytosis; J774A.1 macrophage IgG-bead phagocytosis, imaging; inhibition, % at 5 µM; hit rate 0.07% among 110,000; AID 1029;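 active = inhibition above the mean of the plate negative controls plus 5 SD, cut at about 13% in these data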;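 also: phagocytic index as fraction of beads internalized from green versus red external bead signal; plate controls were DMSO negative control for no effect and cytochalasin-D positive control for full effect; some results beyond the cut were filed as inactive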
Yeast lifespan up – yeast lifespan extension; S. cerevisiae growth with nicotinamide, OD615; deaD strain in restrictive glucose medium; inhibition of the nicotinamide effect, % at 10 µM; hit rate 0.68% among 130,000; AID 775;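 active = inhibition above a set limit, placed 3 SD over the median of all compounds, cut at about 26% in these data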;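 also: 0% = nicotinamide-treated wells and 100% = cells grown without nicotinamide; some compounds called inactive have numbers as strong as hits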
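System: Modified budding yeast, DeaD strain | Buffer or medium: Restrictive glucose medium | Also added: 1.5 mM nicotinamide | Doses: 10 µM single point, 0.25% DMSO | Schedule: 48 h compound exposure at 30 °C, humidified | Detection: Absorbance at 615 nm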
E-sel TNF inh – blocks E-selectin expression induced by TNF alpha; HUVEC TNFa-induced E-selectin immunofluorescence, high content; inhibition, % at 2 µM; hit rate 0.71% among 120,000; AID 1246;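 active = inhibition above the batch mean plus 3 SD, and confirmed as a hit on visual image review, cut at about 43% in these data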;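 also: 0% = TNF-stimulated DMSO wells and 100% = unstimulated control wells; not every result past the cut was called active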
Measles CPE – protection of cells from measles virus; Measles virus-infected cells, CPE protection, absorbance; protection (pct of control), % at 4 µM; hit rate 1.5% among 140,000; AID 841; in the data active = protection mostly above about 24%, no sharp cut-off; inactive = mostly below about 26%; also: some compounds called inactive have numbers as strong as hits
* = called active by the depositor.

Results for CN1C2C=C3C(C#N)=C(N)C(C#N)(C#N)[C@H](c4c(F)cccc4F)[C@H]3C1CC2 (some centres undefined) ?
GALR2 blocker: 12; Yeast growth inh: 14; PTEN del growth: 62; NPY-Y2 antag: 2; HCT116 bCat-KO: 52; MRP1 act: -4.7; Phagocytosis inh: 4; Yeast lifespan up: -18; E-sel TNF inh: -2; Measles CPE: 7

How did O=C1CSC(c2ccccc2F)N1c1cc(Cl)ccc1O (centres undefined) do in these assays?
GALR2 blocker: 2; Yeast growth inh: -37; PTEN del growth: 67; NPY-Y2 antag: -2; HCT116 bCat-KO: 78; MRP1 act: -3.5; Yeast lifespan up: -17; Measles CPE: 18

How did CC1=C/C(=C\c2ccc3c(c2)OCO3)C(=O)S1 do in these assays?
GALR2 blocker: -7; Yeast growth inh: -39; PTEN del growth: 88; NPY-Y2 antag: 7; HCT116 bCat-KO: 99; MRP1 act: -5.3; Phagocytosis inh: -2; Yeast lifespan up: 2; E-sel TNF inh: 10; Measles CPE: 8

What do the screens show for `CCN(CC)c1ccc(NC(=O)c2cccc(C)c2)cc1S(=O)(=O)Nc1ccccc1OC`?
GALR2 blocker: 11; Yeast growth inh: -21; PTEN del growth: 81; NPY-Y2 antag: 5; HCT116 bCat-KO: 81; MRP1 act: -2.4; Phagocytosis inh: 0; Yeast lifespan up: 2; E-sel TNF inh: 10; Measles CPE: 10

Results for CC1CCCC(C)N1C(=O)CSc1nnc(C2CCCCC2)o1 (centres undefined) ?
GALR2 blocker: 2; Yeast growth inh: -19; PTEN del growth: 88; NPY-Y2 antag: 2; HCT116 bCat-KO: 79; MRP1 act: -0.3; Phagocytosis inh: 2; Yeast lifespan up: -3; E-sel TNF inh: -21; Measles CPE: 0

Results for O=C1C=CC(=O)C(C2=C3C(=O)N(CCc4ccccc4)CC(=O)N3CCC2)=C1 ?
GALR2 blocker: 39*; Yeast growth inh: -45; PTEN del growth: 83; NPY-Y2 antag: 0; HCT116 bCat-KO: 72; MRP1 act: 1.8; Phagocytosis inh: 6; Yeast lifespan up: 1; E-sel TNF inh: -1; Measles CPE: 18

Results for C=CCn1c(SCC(=O)Nc2sc(C)c(C)c2C(=O)OCC)nnc1-c1sc(N)nc1C ?
GALR2 blocker: -7; Yeast growth inh: -28; PTEN del growth: 82; NPY-Y2 antag: 2; HCT116 bCat-KO: 84; MRP1 act: -1.2; Phagocytosis inh: 3; Yeast lifespan up: -6; E-sel TNF inh: 28; Measles CPE: 8

What do the screens show for `O=C1C2(c3ccccc3)CN(CCO)CC1(c1ccccc1)CN(CCO)C2`?
GALR2 blocker: 5; Yeast growth inh: -33; PTEN del growth: 106; NPY-Y2 antag: 8; HCT116 bCat-KO: 96; MRP1 act: -1.5; Phagocytosis inh: 2; Yeast lifespan up: 12; E-sel TNF inh: 31; Measles CPE: 22

Results for CCOC(=O)N1CCN(C(=O)c2ccc3c(c2)N(CC)CCS3)CC1 ?
GALR2 blocker: 4; Yeast growth inh: 36; PTEN del growth: 103; NPY-Y2 antag: 3; HCT116 bCat-KO: 92; MRP1 act: -2.3; Phagocytosis inh: 1; Yeast lifespan up: -7; E-sel TNF inh: -4; Measles CPE: 2

What do the screens show for `CC1CCC(C(C)C)C(OC(=O)COC(=O)c2ccc(=O)[nH]c2)C1` (centres undefined)?
GALR2 blocker: -13; Yeast growth inh: -9; PTEN del growth: 80; NPY-Y2 antag: -2; HCT116 bCat-KO: 91; MRP1 act: 1.4; Phagocytosis inh: -2; Yeast lifespan up: -10; E-sel TNF inh: -18; Measles CPE: 2

Reprinted from the part before: 3 compounds, followed by the next part.
What do the screens show for `O=C1C2(c3ccccc3)CN(CCO)CC1(c1ccccc1)CN(CCO)C2`?
GALR2 blocker: 5; Yeast growth inh: -33; PTEN del growth: 106; NPY-Y2 antag: 8; HCT116 bCat-KO: 96; MRP1 act: -1.5; Phagocytosis inh: 2; Yeast lifespan up: 12; E-sel TNF inh: 31; Measles CPE: 22

Results for CCOC(=O)N1CCN(C(=O)c2ccc3c(c2)N(CC)CCS3)CC1 ?
GALR2 blocker: 4; Yeast growth inh: 36; PTEN del growth: 103; NPY-Y2 antag: 3; HCT116 bCat-KO: 92; MRP1 act: -2.3; Phagocytosis inh: 1; Yeast lifespan up: -7; E-sel TNF inh: -4; Measles CPE: 2

What do the screens show for `CC1CCC(C(C)C)C(OC(=O)COC(=O)c2ccc(=O)[nH]c2)C1` (centres undefined)?
GALR2 blocker: -13; Yeast growth inh: -9; PTEN del growth: 80; NPY-Y2 antag: -2; HCT116 bCat-KO: 91; MRP1 act: 1.4; Phagocytosis inh: -2; Yeast lifespan up: -10; E-sel TNF inh: -18; Measles CPE: 2

How did Cc1c(NC(=O)C(C)OC(=O)CNC(=O)c2ccccc2)c(=O)n(-c2ccccc2)n1C (centres undefined) do in these assays?
GALR2 blocker: -4; Yeast growth inh: -8; PTEN del growth: 106; NPY-Y2 antag: 5; HCT116 bCat-KO: 99; MRP1 act: 0.2; Yeast lifespan up: -6; E-sel TNF inh: 9; Measles CPE: 6

What do the screens show for `O=C(Cc1ccccc1)NC(NC(=S)Nc1cc(Cl)ccc1Cl)C(Cl)(Cl)Cl` (centres undefined)?
GALR2 blocker: -10; Yeast growth inh: -28; PTEN del growth: 62; NPY-Y2 antag: 6; HCT116 bCat-KO: 65; MRP1 act: -0.9; Phagocytosis inh: -1; Yeast lifespan up: -10; E-sel TNF inh: 1; Measles CPE: 3

What do the screens show for `CC1(C)CC(=O)C2=C(C1)OC(N)=C(C#N)C2Cc1ccccc1` (centres undefined)?
GALR2 blocker: -4; Yeast growth inh: -51; PTEN del growth: 83; NPY-Y2 antag: -1; HCT116 bCat-KO: 78; MRP1 act: -4.0; Phagocytosis inh: -1; Yeast lifespan up: 22; E-sel TNF inh: 21; Measles CPE: 14

How did COc1cccc(N2C(=O)C3CCCN3C2c2ccc(N(C)C)cc2)c1 (centres undefined) do in these assays?
GALR2 blocker: 0; Yeast growth inh: -3; PTEN del growth: 96; NPY-Y2 antag: 1; HCT116 bCat-KO: 99; MRP1 act: -2.7; Phagocytosis inh: 0; Yeast lifespan up: -14; Measles CPE: 2

Results for CCCNC(=O)c1c(N)n(-c2cccc(OC)c2)c2nc3ccccc3nc12 ?
GALR2 blocker: -5; Yeast growth inh: -57; PTEN del growth: 48; NPY-Y2 antag: -5; HCT116 bCat-KO: 50; MRP1 act: -6.2; Yeast lifespan up: -21; E-sel TNF inh: 4; Measles CPE: 8

How did Cn1c(=O)c2ncn(CC(=O)NC3CCCCCC3)c2n(C)c1=O do in these assays?
GALR2 blocker: -6; Yeast growth inh: -7; PTEN del growth: 102; NPY-Y2 antag: 2; HCT116 bCat-KO: 100; MRP1 act: -1.7; Phagocytosis inh: -4; Yeast lifespan up: -4; E-sel TNF inh: -9; Measles CPE: 4

What do the screens show for `Cc1ccc(SCc2nc(N)nc(Nc3ccccc3C)n2)cc1C`?
GALR2 blocker: -4; Yeast growth inh: -26; PTEN del growth: 75; NPY-Y2 antag: 14; HCT116 bCat-KO: 82; MRP1 act: -0.4; Yeast lifespan up: -6; Measles CPE: 28

Results for CCOC(=S)N/C(=N\S(=O)(=O)c1ccccc1)c1ccccc1 ?
GALR2 blocker: 11; Yeast growth inh: -15; PTEN del growth: 97; NPY-Y2 antag: 1; HCT116 bCat-KO: 105; MRP1 act: -0.9; Yeast lifespan up: -5; E-sel TNF inh: -4; Measles CPE: 7

Results for Cc1ccccc1SCC(=O)OCC(=O)Nc1sccc1C(N)=O ?
GALR2 blocker: 8; Yeast growth inh: -36; PTEN del growth: 93; NPY-Y2 antag: 1; HCT116 bCat-KO: 98; MRP1 act: -0.7; Yeast lifespan up: -5; Measles CPE: 46*

How did Cc1csc(NC(=O)CSc2nc(C)nc3c2c(=O)n(C)c(=O)n3C)n1 do in these assays?
Yeast growth inh: -36; PTEN del growth: 76; HCT116 bCat-KO: 60; MRP1 act: -0.8; Phagocytosis inh: -1; Yeast lifespan up: -3; Measles CPE: 2

Results for N#Cc1ccc(C(=O)NCC(c2ccco2)N2CCCC2)cc1 (centres undefined) ?
GALR2 blocker: 6; Yeast growth inh: -20; PTEN del growth: 90; NPY-Y2 antag: 4; HCT116 bCat-KO: 86; MRP1 act: -1.9; Phagocytosis inh: -2; Yeast lifespan up: -7; E-sel TNF inh: 12; Measles CPE: 13

How did N#CC1=C(N)Oc2n[nH]c(-c3ccccc3)c2C1c1cccnc1 (centres undefined) do in these assays?
GALR2 blocker: 4; Yeast growth inh: -35; PTEN del growth: 94; NPY-Y2 antag: 2; HCT116 bCat-KO: 81; MRP1 act: -1.0; Phagocytosis inh: 2; Yeast lifespan up: -3; E-sel TNF inh: 13; Measles CPE: 7

What do the screens show for `CC(C)CC(COCc1ccc([N+](=O)[O-])cc1)N1CCN(C(=O)c2ccc(C(F)(F)F)cc2)CCC1=O` (centres undefined)?
GALR2 blocker: 6; Yeast growth inh: -10; PTEN del growth: 62; NPY-Y2 antag: 9; HCT116 bCat-KO: 71; MRP1 act: -1.2; Yeast lifespan up: -1; Measles CPE: 2

How did COCCCNCCOCCOc1ccc(Cl)cc1Br do in these assays?
GALR2 blocker: 10; Yeast growth inh: -57; PTEN del growth: 79; NPY-Y2 antag: 4; HCT116 bCat-KO: 82; MRP1 act: -2.7; Phagocytosis inh: 2; Yeast lifespan up: 1; E-sel TNF inh: -28; Measles CPE: 4

What do the screens show for `CC(=O)Nc1ccc(S(=O)(=O)NCCSCc2ccc(Cl)cc2Cl)cc1`?
GALR2 blocker: 15; Yeast growth inh: -37; PTEN del growth: 40; NPY-Y2 antag: -1; HCT116 bCat-KO: 27; MRP1 act: -3.6; Yeast lifespan up: -22; E-sel TNF inh: -28; Measles CPE: 3

What do the screens show for `CCn1ncc(Br)c1C(=O)NC(C)c1ccccc1` (centres undefined)?
GALR2 blocker: 8; Yeast growth inh: -23; PTEN del growth: 95; NPY-Y2 antag: 3; HCT116 bCat-KO: 95; MRP1 act: -2.8; E-sel TNF inh: -34; Measles CPE: 42

Results for CC(Nc1ccc(Br)cc1)C(=O)N/N=C/c1ccccc1OCc1ccccc1 (centres undefined) ?
GALR2 blocker: 4; Yeast growth inh: -19; PTEN del growth: 68; NPY-Y2 antag: 0; HCT116 bCat-KO: 77; MRP1 act: -1.4; Phagocytosis inh: 0; Yeast lifespan up: 21; E-sel TNF inh: -17; Measles CPE: 15

What do the screens show for `Cc1ccc2nc(SCC(=O)c3ccc(Cl)s3)[nH]c2c1`?
GALR2 blocker: 9; Yeast growth inh: -12; PTEN del growth: 94; NPY-Y2 antag: 3; HCT116 bCat-KO: 103; MRP1 act: -0.4; Phagocytosis inh: -2; Yeast lifespan up: -7; E-sel TNF inh: -9; Measles CPE: 7
